TbHK1 inh: T. brucei hexokinase 1 inhibition; recombinant TbHK1, G6PDH-coupled NADH A340; inhibition, % at 10 µM; 220,000 tested, 0.11% active; AID 1430;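 active means inhibition of 50% or more in the single-dose primary screen; inactive means inhibition below 50%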
Hck-Nef inh: inhibitors of human Hck kinase activated by Nef. inhibition, % at 20 µM. Recombinant Hck-YEEI plus Nef, Z-Lyte FRET kinase assay. P08631. 220,000 tested, 0.68% active;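 active means Hck-Nef kinase inhibition above about 50%, limit read from the data; inactive means inhibition below that limit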;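 further: 0% = DMSO with Hck plus Nef and 100% = Hck alone without Nef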
Target sequence (P08631 whole entry, looked up): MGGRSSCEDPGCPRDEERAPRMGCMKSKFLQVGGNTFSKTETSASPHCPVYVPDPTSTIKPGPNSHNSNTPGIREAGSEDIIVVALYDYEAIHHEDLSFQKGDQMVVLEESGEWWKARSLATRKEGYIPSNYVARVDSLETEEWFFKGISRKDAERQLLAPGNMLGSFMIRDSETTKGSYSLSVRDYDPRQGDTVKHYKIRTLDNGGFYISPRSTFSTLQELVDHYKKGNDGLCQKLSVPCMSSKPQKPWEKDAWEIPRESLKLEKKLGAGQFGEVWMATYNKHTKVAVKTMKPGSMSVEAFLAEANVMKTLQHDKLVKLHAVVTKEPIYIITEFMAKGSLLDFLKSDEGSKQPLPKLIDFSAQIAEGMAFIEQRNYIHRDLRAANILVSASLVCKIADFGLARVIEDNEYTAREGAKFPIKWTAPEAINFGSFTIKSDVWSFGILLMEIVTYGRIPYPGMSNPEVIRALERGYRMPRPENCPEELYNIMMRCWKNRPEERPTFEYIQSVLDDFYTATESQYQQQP
14-3-3 Bad inh: disrupts binding of bovine 14-3-3 zeta to phospho-Bad peptide. P63103. TR-FRET 14-3-3zeta/Dy647-pBad peptide displacement, 1 h. inhibition, % at 21.7 µM. 220,000 tested, 0.71% active. AID 781;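 active means inhibition above about 70%, limit read from the data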;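 further: 0% = full 14-3-3 plus peptide FRET controls and 100% = background without 14-3-3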
EP2 antag: EP2 receptor (human) inhibition. P43116. C6 glioma cells expressing human EP2, cAMP TR-FRET; cells stimulated with saturating PGE2. inhibition, % at 25 µM. 260,000 tested, 0.52% active;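 active means percent inhibition above 40 after rounding to a whole number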;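 further: rat C6 glioma host cells with rolipram phosphodiesterase inhibitor present; the protocol text gives 20 µM as final concentration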
EP2 mod: modulates human prostaglandin E2 receptor EP2 signaling; P43116; EP2-expressing cells, cAMP HTRF FRET, PGE2 co-stimulation; induction, % at 25 µM; 260,000 tested, 0.83% active;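 active means compounds whose cAMP rise, as percent of the full-agonist control response, exceeds 60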;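 further: rat C6 glioma line stably carrying human EP2 under a CMV promoter; the protocol text gives 20 µM as final concentration; 100% = response of wells given 1 µM PGE2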
Calpain2 inh: blocks pig calpain II enzyme activity. inhibition, % at 16 µM. 220,000 tested, 0.37% active. purified calpain II, fluorogenic peptide substrate, 30 min. AID 1236;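 active means inhibition above about 50%, limit read from the data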
L929 necroptosis: blocks zVAD induced death of L929 cells; L929 zVAD necroptosis rescue, ATP luminescence, 24 h; with zVAD 60 µM; viability rescue, % at 10 µM; 220,000 tested, 0.38% active; AID 1377;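 active means activation, scaled between plate controls, above about 75%, limit read from the data; inactive means activation under that limit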;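 further: 0% = zVAD with DMSO and 100% = DMSO alone without zVAD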
Rad51 HR inh: blocks human Rad51 in homologous recombination. hRad51 DNA strand exchange, fluorescence dequenching. AID 1385. 200,000 tested, 0.085% active. Q06609. inhibition, % at 10 µM;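 active means inhibition above 40% at the single screening dose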;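 further: 0% = DMSO control wells and 100% = blanks with heterologous ssDNA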
Target sequence (Q06609 whole entry, looked up): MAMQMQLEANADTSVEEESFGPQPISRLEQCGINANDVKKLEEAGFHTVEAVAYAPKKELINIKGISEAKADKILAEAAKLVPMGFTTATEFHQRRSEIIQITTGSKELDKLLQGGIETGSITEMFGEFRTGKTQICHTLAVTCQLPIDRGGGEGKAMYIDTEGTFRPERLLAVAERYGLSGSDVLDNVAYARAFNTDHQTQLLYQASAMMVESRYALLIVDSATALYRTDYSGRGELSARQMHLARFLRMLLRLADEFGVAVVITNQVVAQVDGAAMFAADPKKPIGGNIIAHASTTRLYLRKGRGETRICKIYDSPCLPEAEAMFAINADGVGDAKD
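Material: human Rad51–ssDNA filaments; Probe or stimulus: labelled 47-mer dsDNA for strand exchange; Doses: single 10 µM dose; Incubation: 37 °C 15-min filament assembly, 30-min compound preincubation, 15-min exchange; Technique: FRET fluorescence dequenching, excitation 485 nm, emission 520 nm; Measure: Fluorescence-based percent inhibition, control- and blank-normalised; Benchmarks: plate control and blank wells.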
eIF4E-4G inh: eIF4E/eIF4G interaction inhibition in translation initiation; P63073+Q04637; TR-FRET eIF4E-eIF4GI(517-606) binding, 2 h; inhibition, % at 21.7 µM; 220,000 tested, 0.37% active; AID 782;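 active means inhibition above about 30%, limit read from the data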;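 further: 0% = full FRET control wells and 100% = background wells lacking eIF4GI fragment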
* marks the source's active call; other numbers are inactive results; . = no result given; [ ] = remark or other dose.

structure,TbHK1 inh,Hck-Nef inh,14-3-3 Bad inh,EP2 antag,EP2 mod,Calpain2 inh,L929 necroptosis,Rad51 HR inh,eIF4E-4G inh
COc1ccc(Nc2ncnc3ccc([N+](=O)[O-])cc23)c(OC)c1,-22.2,18.1,-13.3,4.8,-18.6,-2.5,1.4,.,-3.6
CCN(CC)S(=O)(=O)c1ccc(C(=O)Nc2ccc(OCC(=O)N3CCOCC3)cc2)cc1,-9.5,0.8,5.4[fluorescence artefact?],21.9,30.7,-11.5,2.5,0.4,1.5[fluorescence artefact?]
CCOC(=O)CSc1nc2cc(C(=O)NCc3ccco3)ccc2c(=O)n1C1CCCCC1,-9.5,0.4,15.1[fluorescence artefact?],4.3,24.0,2.7,0.0,5.2,0.6
Cc1cc(C)cc(OCC(=O)NNC(=O)c2cc(C)[nH]n2)c1,-2.0,-0.2,3.0,13.7,2.4,1.3,0.3,0.0,-3.2
COc1ccc(/C=N/NC(=O)c2ccoc2C)cc1COc1ccc(Cl)cc1,-13.8,-20.1,-4.2,13.3,-7.9,-8.9,-0.6,-3.9,-0.1
O=C(COC(=O)/C=C/c1cccs1)NC(c1ccccc1)c1ccccc1,-22.6,4.3,-12.3,6.2,13.2,4.7,13.7,-3.3,-7.1[fluorescence artefact?]
COC(=O)c1ccc(OCC(O)CN2C(=O)c3ccccc3S2(=O)=O)cc1 (stereo not given),7.7,9.7,7.1,3.0,-37.2,27.6,1.0,-5.6,0.5
Nn1c(SCc2cccc(F)c2)nnc1-c1cccnc1,-1.6,-4.2,-3.3,2.0,0.6,6.9,0.2,-7.3,-1.1

Single entries from the results shown:
COc1ccc(/C=N/NC(=O)c2ccoc2C)cc1COc1ccc(Cl)cc1 in EP2 mod is listed with -7.9
COc1ccc(Nc2ncnc3ccc([N+](=O)[O-])cc23)c(OC)c1 in Hck-Nef inh is listed with 18.1

Additional results:
structure,TbHK1 inh,Hck-Nef inh,14-3-3 Bad inh,EP2 antag,EP2 mod,Calpain2 inh,L929 necroptosis,Rad51 HR inh,eIF4E-4G inh
Clc1ccc(OCc2nc(-c3ccncc3)no2)c(Br)c1,-2.2,-3.0,5.6,.,-17.1,4.7,3.9,.,6.3
CN(C)/C=C/C(=O)c1cnc(-c2cccc(Cl)c2)s1,-9.1,16.1,-15.9,2.8,-49.5,35.6,2.2,-8.4,-1.3
O=[N+]([O-])c1cccc(/C=N\N2CCN(Cc3ccccc3Cl)CC2)c1,1.2,9.9,50.8[fluorescence artefact?],.,-11.5,5.8,0.7,.,8.1
Nn1c(Nc2ccccc2)nc2ccccc2c1=O,-3.5,5.3,6.6,8.3,2.6,22.4,0.4,7.3,-3.2
COc1cc(NC(=O)c2ccno2)cc(C(=O)Nc2cccc(C(F)(F)F)c2)c1,-13.1,28.6,-2.4,18.4,-28.9,-14.7,2.1,-3.7,-5.0
COc1ccnc(Oc2ccccc2)c1C(N)=O,-2.3,-5.3,-14.9,5.1,16.3,-17.1,0.4,21.0,1.1
CCCC(=O)N1CC(=O)Nc2ccc(F)cc2C1c1ccccc1 (stereo not given),-0.2,0.5,-3.1,11.9,22.5,17.1,-0.4,-0.5,-1.3
COCC(=O)NCc1ccc2c(c1)OCO2,36.0,18.4,4.2[fluorescence artefact?],7.8,23.1,-19.3,0.1,-5.0,0.7

(list continues)
structure,TbHK1 inh,Hck-Nef inh,14-3-3 Bad inh,EP2 antag,EP2 mod,Calpain2 inh,L929 necroptosis,Rad51 HR inh,eIF4E-4G inh
CCCCCCCCn1cc(C(C)=O)c(=O)[nH]c1=O,-1.1,-0.2,4.9,10.1,15.3,15.4,3.1,0.2,2.6
CC1=NOC(=O)/C1=C/c1ccc(-c2ccc(Cl)cc2)o1,11.1,1.5,51.0[fluorescence artefact?],184.5*,-44.7,-12.9,1.1,3.6,-18.1[fluorescence artefact?]
CNc1ccc(NC(C)=O)cc1[N+](=O)[O-],-4.5,-0.1,5.8,3.9,7.4,0.8,-0.4,6.3,-0.2
COc1cc(CN2CC(=O)N(c3ccc(C)c(C)c3)C2=S)cc(OC)c1OC,30.8,1.8,0.1,12.5,2.5,-6.8,-0.1,10.8,-1.5
CC(=O)NC(CC(=O)c1ccc([N+](=O)[O-])cc1)C(Cl)(Cl)Cl (stereo not given),-17.0,1.8,-8.9,5.9,-1.4,2.3,1.8,5.9,5.3
CN(CCc1ccccn1)C(=O)CC1C(=O)NCCN1Cc1ccccc1C(F)(F)F (stereo not given),-2.1,3.6,-4.9,5.4,13.9,-26.9,-0.4,.,-1.6
COC(=O)c1cc(OC)c(OC)cc1NC(=O)c1c(-c2ccccc2Cl)noc1C,-5.8,3.1,5.7,3.2,19.0,0.5,0.4,-3.2,-0.5
COc1ccc(NC(=O)CSc2cc(C)ccc2C)cn1,1.6,17.6,-3.1,4.2,-0.7,-7.5,0.8,-9.7,-3.0

Some of the entries so far, with each value named.
> Nn1c(SCc2cccc(F)c2)nnc1-c1cccnc1
  TbHK1 inh: -1.6
  Hck-Nef inh: -4.2
  14-3-3 Bad inh: -3.3
  EP2 antag: 2.0
  EP2 mod: 0.6
  Calpain2 inh: 6.9
  L929 necroptosis: 0.2
  Rad51 HR inh: -7.3
  eIF4E-4G inh: -1.1
> Clc1ccc(OCc2nc(-c3ccncc3)no2)c(Br)c1
  TbHK1 inh: -2.2
  Hck-Nef inh: -3.0
  14-3-3 Bad inh: 5.6
  EP2 antag: .
  EP2 mod: -17.1
  Calpain2 inh: 4.7
  L929 necroptosis: 3.9
  Rad51 HR inh: .
  eIF4E-4G inh: 6.3

Next results.
structure,TbHK1 inh,Hck-Nef inh,14-3-3 Bad inh,EP2 antag,EP2 mod,Calpain2 inh,L929 necroptosis,Rad51 HR inh,eIF4E-4G inh
C=C(C)CSc1nnc(CCCCCNC(=O)OC(C)(C)C)o1,-6.4,10.8,-9.2,8.7,-0.5,11.5,1.1,.,3.8
CCN(CC)S(=O)(=O)c1ccc2c(c1)nc(SCC(N)=O)n2-c1ccc(OC)cc1,-0.2,-22.5,3.7,12.4,-34.9,-10.6,0.2,-11.1,2.8
O=C(c1cc2ccccc2o1)N1CCN(c2ccccc2Cl)CC1,4.7,2.4,8.1[fluorescence artefact?],12.0,-41.2,26.1,0.2,6.3,-13.1[fluorescence artefact?]
CCC(=O)Nc1ccc(N2CCN(S(C)(=O)=O)CC2)cc1,35.8,-1.5,-1.9,4.6,-15.1,30.8,0.8,-2.3,-2.7
CC(=O)NNC(=O)c1cc2c3ccccc3n(C)c2s1,-37.8,8.7,-9.8,1.7,-1.5,-71.2,1.0,-16.9,1.4
O=C(COc1ccccc1)N(Cc1ccccc1)c1nc(-c2ccccc2)cs1,-17.0,-0.6,-13.2[fluorescence artefact?],10.8,-3.9,17.2,0.2,-5.2,-5.9[fluorescence artefact?]
COc1cccc(NC(=S)NNC(=O)Cn2nc([N+](=O)[O-])cc2C)c1,1.0,21.0,-24.4,-0.1,32.7,-1.1,1.1,15.7,3.5
O=C(C1=C(O)C(=O)N(c2ncccn2)C1c1ccc(Cl)cc1)c1ccco1 (stereo not given),-3.8,-0.4,58.7[fluorescence artefact?],28.1,18.5,-56.4,0.1,6.4,-17.8

(list continues)
structure,TbHK1 inh,Hck-Nef inh,14-3-3 Bad inh,EP2 antag,EP2 mod,Calpain2 inh,L929 necroptosis,Rad51 HR inh,eIF4E-4G inh
O=C(NCCOc1ccccc1)c1ccccc1NC(=O)C1CCCO1 (stereo not given),7.0,-1.4,-2.5,3.4,-23.1,8.4,0.3,.,2.1
CCCNc1ncnc2sc(C)c(C)c12,-1.7,2.7,3.4,12.0,17.6,-14.2,-0.6,-13.0,4.5[fluorescence artefact?]
CCC/C(O)=C1\C(=O)CCCC1=NCCc1c(C)[nH]c2ccc(OC)cc12,-3.9,20.2,-19.4,9.8,-9.0,-18.3,1.2,6.4,1.9
CCOC(=O)c1c(NC(=S)Nc2ccccc2)sc2c1CCN(C)C2,-5.2,4.0,5.7,16.7,-0.3,-62.9,-0.6,-26.5,-0.8
O=C1C=C(Nc2ccc(Cl)cc2Cl)CC(c2ccco2)C1 (stereo not given),-7.4,8.7,1.1,5.5,-3.1,-4.7,-0.4,.,2.5
O=C(COc1ccc2ccccc2c1CN1CCOCC1)N1CCc2ccccc21,0.2,1.3,1.4,3.3,-13.7,11.7,-0.4,-7.9,0.6
CCOC(=O)c1c(C)[nH]c(C(=O)OCC(=O)N2CC(C)OC(C)C2)c1C (stereo not given),7.5,1.0,7.4,13.4,9.0,-13.7,-0.1,4.3,3.9[fluorescence artefact?]
CCOC(=O)CSc1nnc(NC(=O)c2cccc(S(=O)(=O)N3CCCC3)c2)s1,-19.9,-3.5,-3.5,2.7,4.1,12.4,0.5,-4.8,-6.3

(more compounds)
structure,TbHK1 inh,Hck-Nef inh,14-3-3 Bad inh,EP2 antag,EP2 mod,Calpain2 inh,L929 necroptosis,Rad51 HR inh,eIF4E-4G inh
Cc1ccc(C)c(NC(=S)NCCc2c[nH]c3ccccc23)c1,-1.0,-12.6,-4.5,17.9,-49.3,14.8,-0.1,-6.2,-1.2
Cc1ccc(-c2nc3ccccc3o2)cc1NC(=S)NC(=O)/C=C/c1ccco1,-13.3,16.1,-4.4,10.4,-23.1,-4.2,0.3,.,1.7
O=C(O)c1sccc1SCc1ccc(Cl)c(Cl)c1,2.4,1.9,-4.2,8.9,-1.6,-41.4,0.4,-2.1,5.8
CCOc1ccc(CN2C(=O)CC(=O)N(S(=O)(=O)c3ccc(OCC)cc3)C2=O)cc1,-2.0,14.6,-1.2,10.5,38.2,-17.2,0.5,.,-8.3
Cc1ccc2nc(N3CCN(S(=O)(=O)c4ccc(C)c(Cl)c4)CC3)c(C#N)cc2c1,-14.3,5.0,-17.0[fluorescence artefact?],6.9,11.3,-229.6,0.0,.,-37.0[fluorescence artefact?]
Cc1cc(C)nc(N2CCN(C(=O)CCC(=O)Nc3nnc(CC(C)C)s3)CC2)n1,-0.3,-2.4,-1.3,2.5,-21.8,-0.7,74.0,3.3,4.8
COc1ccc(Cl)c(Cn2c(NCCCN(C)C)nc3c2c(=O)n(C)c(=O)n3C)c1,5.1,-0.4,21.8,10.8,16.1,-15.8,0.0,3.2,4.8
Cc1ccc(OCC(=O)N(C)Cc2ccccc2)c([N+](=O)[O-])n1,-8.3,1.0,-7.9,4.9,10.8,5.9,0.0,5.5,0.0

Additional compounds.
structure,TbHK1 inh,Hck-Nef inh,14-3-3 Bad inh,EP2 antag,EP2 mod,Calpain2 inh,L929 necroptosis,Rad51 HR inh,eIF4E-4G inh
O=C(NNc1ccccn1)c1ccc(Cl)nc1,0.2,0.0,-9.6[fluorescence artefact?],1.2,24.0,3.8,0.1,4.8,19.5[fluorescence artefact?]
O=C(CCSc1ccccc1)Nc1ccccc1Br,2.1,7.8,-6.3,4.7,-53.4,8.6,0.8,11.0,1.0
O=C(CNC(=O)c1ccccc1)OCc1cccc(Br)c1,-2.6,10.1,7.7,3.6,-5.0,8.1,0.5,4.4,1.6
S=c1[nH]ncn1-c1ccccn1,-5.2,-4.5,-14.2,13.0,23.8,-43.2,0.0,-5.8,-2.8[fluorescence artefact?]
COc1cc([N+](=O)[O-])cc(/C=N/N(CCC#N)C(C)=O)c1O,-5.4,21.1,45.4,0.2,32.1,2.0,0.8,4.4,0.3

High-throughput results from PubChem BioAssay.

The list is partial (hit frequency here may not be typical).
